High-throughput results: PubChem BioAssay, National Center for Advancing Translational Sciences (NCATS)
aSyn tox rescue – inhibitors of alpha-synuclein toxicity in yeast; Potency, µM (top dose mostly 46.1 µM), inactives show at the highest dose growth rescue (activation), hits mostly activators; 0.02% of 94,000 active; S. cerevisiae alpha-synuclein toxicity rescue, BacTiter-Glo growth, 24 h; active = well fitted activation curve with a large enough effect; note: 0% is about no effect
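Growth restoration measured by BacTiter-Glo luminescence after 24 hr at 30 deg C; alpha-synuclein yeast, raffinose-pregrown to mid-log, were added at OD600=0.02 in galactose medium onto pinned compounds.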
Numbers without * were called inactive; & = joins results of further samples; [ ] = another dose, or the depositor's remark. Potency is the fitted concentration of half-maximal effect. An excerpt, so the mix of outcomes need not match the whole.

SMILES	aSyn tox rescue
O=C(Nc1cc(-c2nc3ccccc3o2)ccc1Cl)c1cc([N+](=O)[O-])ccc1N1CCOCC1	-3%
COc1ccc(C(=O)COC(=O)c2cc(=O)c3ccccc3o2)c(OC)c1	-8%
Cc1ccc(Cc2c(-c3ccc(C)cc3)nc3c4ccccc4ccn23)cc1	9%
CN(C)CCNC(=O)c1ccc2c(=O)n3c(nc2c1)CCCCC3	-3%
Cc1cc(NC(=O)CN2C(=O)c3cccnc3Sc3ccccc32)ccc1Br	2%
COc1ccc(/C=N/n2cnc3c([nH]c4ccc(C)cc43)c2=O)cc1CN1CCCC1	0%
Clc1ccc2nc3ccccc3cc2c1	5%
CCCSc1ncc(Cl)c(C(=O)N2CCN(c3ccc(OC)cc3)CC2)n1	-2%
COc1ccccc1C(=O)NCCSc1c(C)[nH]c2ccccc12	18%
COc1ccccc1C(=O)Nc1ccnn1C1CCN(C2CCCCC2)CC1	0%
Cc1ccc(NC(=O)Cc2nnc(SCC(=O)NC3CCCC3)n2C)c(C)c1	-4%
CC(=O)NC(Cc1cccc(C)c1)C(=O)NC1CCN(C(=O)NCc2ccccc2)CC1 (stereo not given)	-1%
CCOc1ccc(NC(=O)c2ccc3c(SCC(=O)O)c4c(nc3c2)CCCC4)cc1	4%
COc1cc(C2C(=O)N(C3CCCCC3)CC(=O)N2C2CCCC2)ccc1OC(C)C (stereo not given)	-6%
Cc1cc2ccccc2n1CCNCc1c(C(=O)N2CCOCC2)nc2ccccn12	6%
COc1cc([N+](=O)[O-])cc(/C=N/NC(=O)CSc2nnc(-c3ccccc3)n2C)c1O	-6%
CCc1ccc2oc(-c3cccc(NC(=O)c4cc5ccccc5o4)c3)nc2c1	-5%
CC1CCN(C(C(=O)O)c2ccccc2)CC1 (stereo not given)	0%
COc1ccc(-c2cn3c(n2)sc2cc(C(=O)Nc4cccc(SC)c4)ccc23)cc1	2%
CCOC(=O)Cn1c(=O)n(CC2CCCO2)c2nc(-c3ccccc3Cl)nc(C(N)=O)c21 (stereo not given)	4%

A stretch from further up, as a working copy:
SMILES	aSyn tox rescue
Clc1ccc2nc3ccccc3cc2c1	5%
CCCSc1ncc(Cl)c(C(=O)N2CCN(c3ccc(OC)cc3)CC2)n1	-2%
COc1ccccc1C(=O)NCCSc1c(C)[nH]c2ccccc12	18%
COc1ccccc1C(=O)Nc1ccnn1C1CCN(C2CCCCC2)CC1	0%
Cc1ccc(NC(=O)Cc2nnc(SCC(=O)NC3CCCC3)n2C)c(C)c1	-4%
CC(=O)NC(Cc1cccc(C)c1)C(=O)NC1CCN(C(=O)NCc2ccccc2)CC1 (stereo not given)	-1%
CCOc1ccc(NC(=O)c2ccc3c(SCC(=O)O)c4c(nc3c2)CCCC4)cc1	4%
COc1cc(C2C(=O)N(C3CCCCC3)CC(=O)N2C2CCCC2)ccc1OC(C)C (stereo not given)	-6%
Cc1cc2ccccc2n1CCNCc1c(C(=O)N2CCOCC2)nc2ccccn12	6%
COc1cc([N+](=O)[O-])cc(/C=N/NC(=O)CSc2nnc(-c3ccccc3)n2C)c1O	-6%
CCc1ccc2oc(-c3cccc(NC(=O)c4cc5ccccc5o4)c3)nc2c1	-5%
CC1CCN(C(C(=O)O)c2ccccc2)CC1 (stereo not given)	0%
COc1ccc(-c2cn3c(n2)sc2cc(C(=O)Nc4cccc(SC)c4)ccc23)cc1	2%
CCOC(=O)Cn1c(=O)n(CC2CCCO2)c2nc(-c3ccccc3Cl)nc(C(N)=O)c21 (stereo not given)	4%

The list goes on.
SMILES	aSyn tox rescue
N#CC1c2ccccc2C=CN1C(=O)c1ccccc1 (stereo not given)	16%
COc1ccccc1C(=O)NC1(C(F)(F)F)C(=O)Nc2c1c(=O)[nH]c(=O)n2-c1ccccc1 (stereo not given)	-2%
CCCS(=O)(=O)c1nc(S(=O)(=O)c2ccc(C)cc2)c(NCc2ccccc2)s1	-7%
COc1ccc(CN(C)c2ccc(-c3nc(-c4ccccc4)no3)cc2[N+](=O)[O-])cc1	7%
O=c1c2sc3ccccc3c2n(Cc2cccc(C(F)(F)F)c2)c(=O)n1Cc1ccco1	-2%
COc1ccc(C2c3c(-c4ccccc4)n[nH]c3C(=O)N2c2ccc(C(=O)O)cc2)c(OC)c1 (stereo not given)	5%
O=C(NC12CC3CC(CC(C3)C1)C2)N(Cc1ccccc1)Cc1ccncc1	-4%
CC(C)Oc1ccc(S(=O)(=O)N2CCOCC2)cc1NC(=O)c1ccc(Cl)c(S(=O)(=O)N2CCOCC2)c1	4%
COc1ccccc1CNC(=O)C1CCCN(c2nn3cc(-c4ccc(F)cc4)nc3s2)C1 (stereo not given)	-6%
COc1cccc(C(=O)Nc2nc3nc(-c4ccccc4)cc(=O)n3[nH]2)c1	0%
Cc1cc(=O)[nH]c(N2CCOCC2)n1	-6%
O=c1c(Cc2ccccc2O)c(O)nc2n1CCCS2	2%
CCN(Cc1ccccc1)C(=O)C1CCN(c2ncnc3c2nc2n3CCCCC2)CC1	2%
Cc1ccc(C)c(N2C(=O)N(Cc3c(F)cccc3Cl)c3ccccc3S2(=O)=O)c1	-12%
Cc1nc2c(C(=O)NCCc3ccccc3)cnn2c(C)c1Cc1c(F)cccc1Cl	6%
Cc1cc(C)cc(OCC(=O)NC(Cc2c[nH]c3ccccc23)C(=O)O)c1 (stereo not given)	6%
Cc1ccc(S(=O)(=O)CCC(=O)Nc2ccc(OC(F)(F)F)cc2)cc1	2%
CCn1nc(C)c2c(-c3ccccc3)cc(=O)n(C(C)C(=O)NCCc3ccc(OC)c(OC)c3)c21 (stereo not given)	-4%
CCOCCCNC(=O)/C(C#N)=C/c1cc(OC)c(O)c([N+](=O)[O-])c1	-35%[inhibitor]
COc1ccc(C)cc1NC(=O)C1CCCN(S(=O)(=O)c2ccc3c(c2)CCCN3C(C)=O)C1 (stereo not given)	5%
O=C1CNc2cc(Cl)ccc2N1	-9%
Cc1cc(C)n2nc(C(=O)OCC(=O)NC(=O)c3ccccc3)nc2n1	-3%
O=C1NC(=S)N/C1=C/c1cc([N+](=O)[O-])ccc1N1CCOCC1	-9%
COCCCNC(=O)c1cn(CC(C)C)c(=O)c2c1c1ccccc1n2C	-8%
C[C@H](CO)N1C[C@H](C)[C@@H](CN(C)S(=O)(=O)c2ccc(Oc3ccccc3)cc2)OCc2cnnn2CCCC1=O	10%
CCc1ccccc1NS(=O)(=O)c1cc(Br)cc2c1N(C(=O)C1CC1)CC2	1%
COc1ccc(Cn2c(=O)c3oc4ccccc4c3n(Cc3cccc(F)c3)c2=O)cc1	-4%
CCOC(=O)C1CCCN(Cc2c(C(=O)N3CCOCC3)nc3ccccn23)C1 (stereo not given)	6%
COc1ccc(S(=O)(=O)N2CCCC2CNC(=O)C(=O)NCc2ccccc2)cc1 (stereo not given)	-4%
O=c1c2nncn2c2cccnc2n1CCNc1ncc(C(F)(F)F)cc1Cl	15%
CCOC(=O)CCCN(c1[nH]c(C)c(C)c1C#N)S(=O)(=O)c1ccc(C)cc1	4%
CCCOC(=O)Nc1ccc(S(=O)(=O)Nc2ncccn2)cc1	-7%
CCOc1ccccc1/C=N/Nc1nc2ccccc2o1	-11%
COC(=O)C1CCN(S(=O)(=O)c2c(C)n(C)c(=O)n(C)c2=O)CC1	4%
CCc1ccc(NC(=O)CN(Cc2ccccc2)S(=O)(=O)c2ccc3nc(C)sc3c2)cc1	-25%
Cc1nc(-c2ccc(S(=O)(=O)Nc3ccc(OC(F)(F)F)cc3)cc2)co1	3%
CC(NC(=O)c1ccco1)C(=O)OC(C)C(=O)NCc1ccccc1 (stereo not given)	6%
Cc1ccc(C)c(N2CCN(C(=O)CCCCCn3c(=O)[nH]c4ccccc4c3=O)CC2)c1	-2%
CC(C)c1ccc(-c2noc(SCC(=O)N3CCN(c4ccccc4F)CC3)n2)cc1	5%
CN(C(=O)COC(=O)c1nn(C)c(=O)c2ccccc12)c1c(N)n(Cc2ccccc2)c(=O)[nH]c1=O	0%
Cc1ccccc1CN1C(=O)c2ccccc2Sc2ccc(C(=O)N3CCCC3)cc21	2%
Cc1ccc(S(=O)(=O)N2CC=C(C(=O)NCCC(C)C)CC2)cc1	9%
COc1cc(NS(=O)(=O)c2ccc(N/C=C(\C=O)c3nc4ccccc4o3)cc2)nc(OC)n1	-5%
Cc1ccc(NC(=O)C2CCN(c3cc(C)nc4c(-c5ccc(Cl)cc5)c(C)nn34)CC2)c(C)c1	-6%
Cn1c(=S)[nH]c2c(c1=O)C(C)(C)Cc1ccccc1-2	10%
Cc1ccc(N2CC(NC(=O)c3cccs3)CC2=O)cc1 (stereo not given)	2%
CCc1ccccc1NC(=S)N(CCCN(C)C)Cc1cc2cc3c(cc2[nH]c1=O)OCO3	4%
CCOC(=O)c1c[nH]n2c(=S)ncnc12	-4%
O=C(c1ccc(S(=O)(=O)N2CCCCCC2)cc1)N1CCCC(C(F)(F)F)C1 (stereo not given)	-13%
CC(=O)NCCC(=O)N1CCc2c([nH]c3ccccc23)C1c1cccc(Cl)c1 (stereo not given)	7%
Further structures follow.
SMILES	aSyn tox rescue
Cc1ccc(NC(=O)CSc2ccc3nnc(CCNC(=O)c4ccccc4)n3n2)c(C)c1	-18%
CCCCN(C(=O)C1CCC1)c1c(N)n(CCC)c(=O)[nH]c1=O	-8%
C=C(C)COc1ccc(-c2ncncc2-c2ccccc2OC)c(O)c1	14%
Cc1ccccc1OCC(=O)Nc1ccc(OCc2cc(=O)n3ccsc3n2)cc1	-9%
COc1cc(C(=O)N2CCC(c3nc4ccccc4s3)CC2)cc(OC)c1OC	5%
COc1ccc(C(=O)Nc2ccc3nc(SCC(=O)N4CCc5ccccc54)sc3c2)cc1	-1%
Cc1cc(C)cc(OCC(=O)Nc2ccc(-c3nc4ncccc4o3)cc2C)c1	-9%
COc1cc(Nc2ncc3c(n2)CCN(Cc2cc(Br)cs2)C3)cc(OC)c1	-13%
COc1ccc(NC(=O)CCn2c(-c3ccc(F)cc3)cc(C(C)=O)c2C)c(OC)c1	3%
CCN(CC)S(=O)(=O)c1ccc(SCC(=O)c2c(N)n(C3CC3)c(=O)[nH]c2=O)nc1	-5%
CN(CC(=O)Nc1cccc(F)c1)C(=O)/C=C/c1ccc(Br)s1	-2%
CC1CN(c2cc(=O)n(-c3cccc(Br)c3)c(=O)[nH]2)CC(C)O1 (stereo not given)	6%
COC(=O)c1sc2ccccc2c1S(=O)(=O)N1CCN(c2ccc(C(C)=O)cc2)CC1	6%
Cc1ccc(OC(=O)CSc2nnc(-c3cccs3)o2)c(C)c1	0%
Cc1nc2ccc(S(=O)(=O)NCC(=O)Nc3ccc(F)cc3F)cc2s1	-2%
CCC1NC(=O)c2cc3ccccc3cc2-n2c1nc1ccc(F)cc1c2=O (stereo not given)	-4%
CC(=O)NC(CC(=O)OCc1ccc([N+](=O)[O-])cc1)c1ccccc1 (stereo not given)	5%
CCOC(=O)N1CCc2c(sc(NCc3cccs3)c2C(=O)Nc2cc(Cl)ccc2OC)C1	8%
CC(C)OC(=O)c1cccc(NC(=O)Cn2nnc3sc4c(c3c2=O)CCCC4)c1	-1%
Cc1ccc2nc(/C(C#N)=C/c3ccccc3F)[nH]c2c1	0%
COc1ccc2[nH]cc(S(=O)(=O)c3ccc(C)c(C)c3)c(=O)c2c1	-6%
COc1ccc(-n2c(=O)c3ccccc3n(CC(=O)OCc3ccccc3)c2=O)cc1OC	7%
CCCC1=Nc2cc(C(=O)NC3CCCC3)ccc2Sc2ccc(C)cc21	1%
CCOC(=O)c1noc2ncnc(N3CCC(C)CC3)c12	3%
CCOc1ccc(OCC)c(S(=O)(=O)N2CCOCC2)c1	-4%
Cc1noc(/C=C/c2ccco2)c1S(=O)(=O)N1CCC(C(=O)N2CCc3ccccc32)CC1	-5%
O=C(c1ccc([N+](=O)[O-])cc1)N1c2ncnn2C2(CCCCC2)[C@@H]2CCCC[C@@H]21	-9%
C[C@H]1CN([C@@H](C)CO)C(=O)c2c(c3ccccc3n2C)-c2ccccc2CO[C@H]1CN(C)C(=O)[C@@H]1CCCN1C	12%
COc1cccc(CNC(=O)C2CCC(CNS(=O)(=O)c3ccc(Br)s3)CC2)c1 (stereo not given)	1%
CC(Nc1ccc(Br)cc1)C(=O)NC(=O)NC1CCCCC1 (stereo not given)	1%
CC(Sc1nnc(-c2ccccc2F)n1C)C(=O)Nc1ccc(N2CCOCC2)cc1 (stereo not given)	-11%
O=C(O)Cc1nc(-c2cccnc2)sc1-c1ccc(Br)cc1	13%
CCCN(CCC)CCNC(=O)Cn1ncc2c([nH]c3ccc(C)cc32)c1=O	0%
Cc1cccc(OCc2nnc(SCC(=O)NCc3ccc4c(c3)OCO4)o2)c1	-10%
CCCCN1C[C@H](C)[C@@H](CC(=O)NC)C1=O	-2%
O=C(NCc1ccccc1)c1ccc(CSc2nc3cccnc3n2Cc2cccc(F)c2)cc1	-1%
COC1CC(NC(C)=O)C(OC(=O)c2ccccc2)C(CBr)O1 (stereo not given)	-4%
COc1cccc(-c2nc(SCC(=O)NC3CCCC3)c(-c3ccc(C)cc3)[nH]2)c1	-28%
Cc1cc(C)n(C(C)CNS(=O)(=O)c2ccc(C)c(C)c2)n1 (stereo not given)	0%
Cc1ccc(CN=C(Nc2ccccc2)NC2CCCCC2)cc1	0%
O=[N+]([O-])c1cc(Cl)cc2c1nc(NCCO)c1ccccc12	5%
COc1ccc(N(C(=O)c2ccncc2)S(=O)(=O)c2ccc3c4c(cccc24)C(=O)N3C)cc1	9%
CC(C)C(=O)Nc1ccc(C(=O)NNC(=S)NC(=O)c2ccccc2[N+](=O)[O-])cc1	-7%
CC(=O)N1CCOc2cc(S(=O)(=O)NCc3ccc(F)cc3)c(C)cc21	-2%&3%
COc1ccc(-c2n[nH]c(=S)n2-c2cc(OC)ccc2OC)cc1	2%
COc1cccc(NC(=O)CSc2nc(=O)[nH]c3c2CCCC3)c1	-2%
O=C(COc1cc(Cl)c(Cl)cc1Cl)Nc1cccc(O)c1	2%
O=C(N/N=C/c1ccccn1)c1cc(-c2ccc(Cl)s2)[nH]n1	-2%
